# procasp3 activ = procaspase-3 (human) activation | P42574 | recombinant procaspase-3 D3A, Ac-DEVD-pNA absorbance 405 nm | activation, % at 8.5 µM | 330,000 tested, 0.11% active;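 active means activation above the mean of all tested compounds plus 3 SD, cut at about 21% in these data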;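 further: 0% = DMSO alone and 100% = DMSO wells spiked with extra 5 µM PC-3 D3A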
#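 Test system: Procaspase-3 D3A mutant; medium: Zinc-free HEPES/NaCl buffer with 0.01% Triton X-100 at pH 7.4; reagent: DEVD-pNA substrate; doses: one concentration, 8.5 µM nominal, 0.8% DMSO; times: 1 h preincubation plus 2 h reaction at 25 °C; signal: Epi-absorbance at 405 nm of released p-nitroaniline, 0 and 120 min; replicates: singlicate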
# Efflux pump mplx = blocks antifungal efflux pumps in multiplex yeast assay; 330,000 tested, 0.44% active; S. cerevisiae Candida pump triplex, Nile Red efflux; inhibition, % at 10 µM;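 active means plate passing quality check with inhibition over a set limit, or well fluorescence over plate mean plus 4 SD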;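 further: Nile Red retained in pooled yeast measured as flow cytometry median fluorescence; 0% = buffer negative control and 100% = Enniatin B positive control; higher means more Nile Red kept so more efflux inhibition; some compounds called inactive have numbers as strong as hits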
# TPT1 inh = blocks Candida albicans tRNA 2'-phosphotransferase; recombinant caTPT1, FP RNA substrate dephosphorylation; inhibition, % at 5 µM; 300,000 tested, 0.81% active; AID 1962;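 active means inhibition above the mean of all tested compounds plus 3 SD, set per screening campaign, cut at about 24% in these data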;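 further: plate controls were DMSO alone for no effect and ferristatin control at 100 nM for full effect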
# PP5 inh = blocks human protein phosphatase 5 activity; purified PP5c, OMFP substrate fluorescence; 320,000 tested, 0.18% active; AID 1987; inhibition, % at 6.7 µM;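 active means inhibition above the campaign's mean inhibition across all tested compounds plus 3 SD, cut at about 9.5% in these data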;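 further: 0% = DMSO only and 100% = 100 µM cantharidin control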
# core dimer inh = blocks dimerization of HCV core protein; inhibition, % at 5 µM; AID 1899; TR-FRET GST/Flag-core106 dimerization, 1536-well; 300,000 tested, 0.33% active;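 active means inhibition above the mean of all tested compounds plus 3 SD, set per screening campaign, cut at about 45% in these data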
#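 test system = GST/Flag-tagged HCV core106 proteins | probe or stimulus = Eu donor and XL665 acceptor anti-tag antibodies | times = compound-protein-antibody incubation 4 h at 22.5 °C | signal = TR-FRET, excitation 340 nm, emission 617 and 671 nm | measure = percent inhibition of core106 dimerization signal | controls = wells lacking GST-core106 and wells with excess unlabelled core106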
# proCasp7 act = counter-screen: procaspase-7 (human) activation; activation, % at 8.5 µM; P55210; recombinant procaspase-7, Ac-DEVD-pNA absorbance 405 nm; D23A/D198A/D206A triple mutant, cannot self-cleave; scale: DMSO 0, 5 µM enzyme 100; 330,000 tested, 0.093% active; AID 463210;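 active means percent activation above the screen-wide mean plus 3 SD, cut at about 25% in these data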
# Target sequence (P55210 whole entry D23A/D198A/D206A): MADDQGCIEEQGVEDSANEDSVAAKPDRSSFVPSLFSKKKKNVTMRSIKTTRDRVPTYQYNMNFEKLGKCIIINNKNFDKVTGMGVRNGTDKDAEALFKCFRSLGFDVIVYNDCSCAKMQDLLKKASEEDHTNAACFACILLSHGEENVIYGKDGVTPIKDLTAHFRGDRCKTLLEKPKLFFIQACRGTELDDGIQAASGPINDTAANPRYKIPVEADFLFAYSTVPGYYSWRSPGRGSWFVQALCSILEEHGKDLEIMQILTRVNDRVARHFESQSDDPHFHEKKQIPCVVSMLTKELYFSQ
#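 Detection: p-Nitroaniline absorbance at 405 nm, read at 0 and 120 min; system: Uncleavable procaspase-7 mutant enzyme; evaluation: % activation from two-timepoint absorbance difference, scaled to controls; times: 1 h enzyme–compound preincubation and 2 h substrate reaction, both 25 °C; buffer or medium: Zinc-free HEPES pH 7.4 with 300 mM NaCl, 0.01% Triton X-100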
# Fh CTSL1 inh = cathepsin L1 inhibition, PFM18AAP counter-screen | recombinant F. hepatica cathepsin L1, Z-Leu-Arg-MCA fluorescence | inhibition, % at 5.96 µM | 300,000 tested, 0.49% active;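 active means inhibition above the mean of all tested compounds plus 3 SD, set per screening campaign, cut at about 17% in these data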;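 further: 0% = plate median of test compound wells and 100% = 1 µM Z-Phe-Ala-diazomethylketone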
# PP1 counter = blocks human PP1-alpha phosphatase, a PP5 counter-screen | P62136 | purified PP1alpha, OMFP fluorescence | inhibition, % at 6.7 µM | 320,000 tested, 0.9% active | AID 2235;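 active means inhibition above the mean inhibition of all tested compounds plus 3 SD, computed separately for each screening campaign, cut at about 15% in these data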
# JMJD2C inh = inhibitors of human GASC-1 (JMJD2C) demethylase; GST-JMJD2C(1-420) H3K9me3 demethylation, DELFIA europium; Q9H3R0; inhibition, % at 2.35 µM; AID 2099; 330,000 tested, 0.069% active;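 active means more than half of a compound's replicate wells show inhibition beyond 50%, single wells judged on their own value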;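 further: signal counts dimethyl H3K9 product captured on neutravidin plate; 0% = median of DMSO wells and 100% = 0.3 times that DMSO median; strong numbers were not always called active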
# Target sequence (Q9H3R0 1-420 limits assumed): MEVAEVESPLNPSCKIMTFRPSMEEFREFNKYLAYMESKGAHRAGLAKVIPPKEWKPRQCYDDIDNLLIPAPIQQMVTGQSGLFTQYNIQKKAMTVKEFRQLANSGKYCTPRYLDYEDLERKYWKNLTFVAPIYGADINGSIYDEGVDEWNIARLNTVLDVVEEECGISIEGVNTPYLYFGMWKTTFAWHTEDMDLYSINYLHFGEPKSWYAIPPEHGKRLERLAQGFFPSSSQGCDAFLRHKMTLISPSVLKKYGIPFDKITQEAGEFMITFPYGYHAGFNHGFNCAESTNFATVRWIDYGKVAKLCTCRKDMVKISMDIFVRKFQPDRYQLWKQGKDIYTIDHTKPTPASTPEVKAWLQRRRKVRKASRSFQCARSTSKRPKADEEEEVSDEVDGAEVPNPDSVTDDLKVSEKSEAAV
# * = called active by the depositor; . = not tested or not shown; & = joins results of further samples.
smiles,procasp3 activ,Efflux pump mplx,TPT1 inh,PP5 inh,core dimer inh,proCasp7 act,Fh CTSL1 inh,PP1 counter,JMJD2C inh
O=C(NCc1ccc(F)cc1)C(=O)NCC1OCCCN1S(=O)(=O)c1cccs1 (stereo unspecified),-2,0.0,0,-0.5,17,1,-2,2,-10
O=C1C(Cl)=C(NCC2CCCO2)C(=O)N1Cc1ccccc1 (stereo unspecified),-7,-0.1,-6,-0.3,-5,-5,1,-3,-2
Cc1c(/C=N\NC(=O)c2ccc([N+](=O)[O-])cc2)cnn1C,-4,0.1,-1,2.4,-6,2,-2,-1,1
COC(=O)c1scc(C)c1NC(=O)C(Cl)c1ccccc1 (stereo unspecified),-2,-0.2,-1,1.9,-7,-5,4,-4,2
O=C(COC(=O)c1cc(=O)[nH]c2ccccc12)Nc1ccc(F)cc1,-3,0.0,.,.,.,5,.,.,-5
Cc1nc2sc(C(c3cccs3)N3CCN(Cc4ccccc4)CC3)c(O)n2n1 (stereo unspecified),-3,0.6,1,2.7,-5,3,-1,-3,-19
CCOC(=O)c1cc(=O)cc(C(=O)OCC)o1,-7,0.0,-3,2.7,0,7,-1,-1,4
CC(C)(C)C(=O)NC(=S)Nc1cc(C(F)(F)F)ccc1N1CCOCC1,-1,-0.1,2,5.2,0,-5,1,1,6
O=C(CSc1ncn[nH]1)N1N=C2/C(=C/c3ccccc3)CCCC2C1c1ccccc1 (stereo unspecified),6,-0.1,-2,5.3,7,-15,-2,11,9
COc1ccc(C2SCC(=O)N2c2c(C)n(C)n(-c3ccccc3)c2=O)c(OC)c1 (stereo unspecified),0,-0.2,-3,1.1,-6,5,-5,1,6

# Following part
smiles,procasp3 activ,Efflux pump mplx,TPT1 inh,PP5 inh,core dimer inh,proCasp7 act,Fh CTSL1 inh,PP1 counter,JMJD2C inh
Oc1ccc2[nH]cnc2c1CN1CCCCC1,6,0.0,1,0.5,-2,1,-4,-2,-1
c1ccc(COn2c(-c3ccccc3)nc3c2CCc2nonc2-3)cc1,-3,0.1,0,1.4,22,6,6,0,3
COc1cc(C(=O)NCC(=O)OCn2nnc3ccccc3c2=O)cc(OC)c1OC,-1,0.0,-1,-1.0,-2,8,-15,-6,8
O=C(NCCN1C(=O)C2C3C=CC(C3)C2C1=O)Nc1ccccc1O (stereo unspecified),3,0.2,-2,1.9,-5,-3,-2,-4,-2
CCNC(=S)N(CCc1c(C)[nH]c2ccc(OC)cc12)Cc1cccnc1,3,-0.4,-1,0.3,2,-7,2,6,11
Cc1ccc(OCc2ccc(C#N)cc2)c(C(=O)c2cc(C#N)c(=O)n(C3CC3)c2)c1,6,0.0,-9,3.5,-8,1,7,-2,0
COc1ccccc1C#Cc1ccc2c(=O)c3ccccc3n(C)c2c1,3,0.3,2,0.8,1,-4,-3,0,0
COc1ccc(C(O)(CCC(C)C)C(CN2CCOCC2)c2ccc(Cl)cc2)cc1 (stereo unspecified),-1,0.0,-4,-0.3,4,1,0,4,-9
Cc1csc(C(=O)O)c1NC(=O)c1cccc([N+](=O)[O-])c1,-2,-0.2,-3,0.9,0,2,2,-3,2
Cn1ccnc1SCC(=O)c1c[nH]c2ccccc12,-10,0.1,4,1.5,-4,3,-1,-3,-4

# Of the compounds above, two have two or more sulfur atoms:
smiles,procasp3 activ,Efflux pump mplx,TPT1 inh,PP5 inh,core dimer inh,proCasp7 act,Fh CTSL1 inh,PP1 counter,JMJD2C inh
O=C(NCc1ccc(F)cc1)C(=O)NCC1OCCCN1S(=O)(=O)c1cccs1 (stereo unspecified),-2,0.0,0,-0.5,17,1,-2,2,-10
Cc1nc2sc(C(c3cccs3)N3CCN(Cc4ccccc4)CC3)c(O)n2n1 (stereo unspecified),-3,0.6,1,2.7,-5,3,-1,-3,-19

# Other structures:
smiles,procasp3 activ,Efflux pump mplx,TPT1 inh,PP5 inh,core dimer inh,proCasp7 act,Fh CTSL1 inh,PP1 counter,JMJD2C inh
CC(=O)NCCOc1ccc(C(=O)O)cc1,-2,0.0,-1,2.3,-2,-7,-2,-2,11
Cc1ccccc1NCCC(=O)Nc1ccc(F)cc1,-1,0.1,-2,0.4,-8,-10,-1,4,1
COc1ccc(C(=O)NC(C)c2nnc(SCC(=O)NC3CCCCC3)n2C)cc1 (stereo unspecified),-6,0.1,1,-1.6,-5,-2,-1,-1,0
COc1ccc(CCNc2nc3c(c(=O)n(C)c(=O)n3C)n2C)cc1OC,7,-0.1,-1,-1.3,-6,13,1,-2,5
COc1ccc(Cl)cc1NC(=O)CN1CCN(C(=O)N2CCOCC2)CC1,8,0.8,1,0.0,1,10,-32,-2,7
CCN(c1ccccc1)S(=O)(=O)c1cc(C(=O)Oc2ccc3c(C)cc(=O)oc3c2)ccc1C,20,-0.2,-1,-1.2,18,21,-7,13,6
COc1cccc(C(=O)COC(=O)C2CC3CCCC(C2)C3=O)c1 (stereo unspecified),8,0.1,4,-0.1,-11,4,-3,-1,-3
Cc1ccc(/C([O-])=C(/C(=S)NCc2ccco2)[n+]2ccccc2)cc1[N+](=O)[O-],-9,0.1,2,-1.2,18,-11,4,-1,-17
COc1ccc(C(=O)N2CC3(C)CC2CC(C)(C)C3)cc1 (stereo unspecified),-7,0.0,-2,-0.2,-4,-4,3,4,5
CCOc1ccccc1NC(=S)N(Cc1cc2ccc(C)cc2[nH]c1=O)CC1CCCN1CC (stereo unspecified),0,-0.5,-2,1.0,1,4,-1,-3,1

# Further results
smiles,procasp3 activ,Efflux pump mplx,TPT1 inh,PP5 inh,core dimer inh,proCasp7 act,Fh CTSL1 inh,PP1 counter,JMJD2C inh
Cc1ccc(SCC(=O)NC(=O)c2ccccc2Br)c(C)c1,-1,0.6,.,.,.,-8,.,.,-5
S=C(NCC1CCCO1)NC1CC1 (stereo unspecified),2,-0.2,1,-0.1,-5,4,0,1,13
CCCCOc1ccc(C(=O)N/N=C/c2cn[nH]c2-c2ccc(OC)c(OC)c2)cc1,-4,-0.4,2,6.5,8,-3,2,3,-4
COc1ccc(C(=O)NCC23C=CC(O2)C2C(=O)N(Cc4ccccc4)C(=O)C23)cc1 (stereo unspecified),-25,-0.1,0,-0.4,-4,-33,-2,-3,-1
COc1ccccc1Nc1nc(N)nc(CN2CCN(c3ccccc3F)CC2)n1,1,0.2,2,0.6,-6,2,1,-1,-10&4
CC(=O)Nc1ccc(C(=O)NNC(=O)c2cccc(C)c2)cc1,3,-0.1,-2,1.1,-2,9,0,-1,177
CC(C)[C@H](NC(=O)c1ccccc1)C(=O)OCC(=O)c1ccc2c(c1)NC(=O)CO2,11,0.0,-3,2.3,-1,16,-6,-2,1
COc1ccc(C)cc1NC(=S)NN1CCN(C)CC1,-1,0.0,3,3.0,-5,8,-4,-7,-9
Cc1c(C(N)=O)sc2ncn(CC(=O)OC(C)C)c(=O)c12,-1,0.1,-5,0.2,3,1,0,2,0
COc1cc(/C=N/NC(=O)Cc2ccccc2)cc([N+](=O)[O-])c1O,-3,0.0,1,-0.4,-13,-5,5,-2,13
O=C(CCC(=O)N1CCOCC1)NCc1cccc(C(F)(F)F)c1,3,-0.1,.,1.5,.,6,.,-6,-7
Cc1cc(Nc2ccccc2)nn1C(=O)c1ccc(Br)cc1,7,-0.1,1,0.8,4,-15,3,2,-25
COc1ccc(N2Cc3cccc(C(=O)N4CCOCC4)c3C2=O)cc1,5,-0.2,0,2.4,-4,8,-1,-6,-6

# Among those listed so far, these have an NH in an aromatic ring:
smiles,procasp3 activ,Efflux pump mplx,TPT1 inh,PP5 inh,core dimer inh,proCasp7 act,Fh CTSL1 inh,PP1 counter,JMJD2C inh
O=C(COC(=O)c1cc(=O)[nH]c2ccccc12)Nc1ccc(F)cc1,-3,0.0,.,.,.,5,.,.,-5
O=C(CSc1ncn[nH]1)N1N=C2/C(=C/c3ccccc3)CCCC2C1c1ccccc1 (stereo unspecified),6,-0.1,-2,5.3,7,-15,-2,11,9
Oc1ccc2[nH]cnc2c1CN1CCCCC1,6,0.0,1,0.5,-2,1,-4,-2,-1
CCNC(=S)N(CCc1c(C)[nH]c2ccc(OC)cc12)Cc1cccnc1,3,-0.4,-1,0.3,2,-7,2,6,11
Cn1ccnc1SCC(=O)c1c[nH]c2ccccc12,-10,0.1,4,1.5,-4,3,-1,-3,-4
CCOc1ccccc1NC(=S)N(Cc1cc2ccc(C)cc2[nH]c1=O)CC1CCCN1CC (stereo unspecified),0,-0.5,-2,1.0,1,4,-1,-3,1
CCCCOc1ccc(C(=O)N/N=C/c2cn[nH]c2-c2ccc(OC)c(OC)c2)cc1,-4,-0.4,2,6.5,8,-3,2,3,-4

# Bioassay records (PubChem)
